# High-throughput results deposited in PubChem by National Center for Advancing Translational Sciences (NCATS).
# S3 lipid droplet = qHTS Assay for Lipid Storage Modulators in Drosophila S3 Cells; Drosophila S3 cells, BODIPY lipid droplet fluorescence, 18-24 h; cells fed with added oleic acid; lipid storage change, negative = inhibition, % at the top dose, mostly 46.1 µM; hits show Potency in µM; 0.64% of 320,000 active; AID 2685; active = well fitted inhibition curve with a large enough effect in the signal ratio, with a control signal flat, not every such curve was filed as active; inconclusive = small, poorly fitted or top-dose-only effect, or effect the other way, or a change in a side signal; the % refers to the signal ratio
#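 Drosophila S3 cells got compounds at several concentrations plus oleic acid (400 uM solution). Laser-scanning cytometry with 488 nm excitation read lipid droplets at 500-530 nm and cells at 575-640 nm. Percent activity was relative to 20 uM Triacsin C.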
# S3 lipid droplet cell count max = second read-out of S3 lipid droplet, no call of its own (marks repeat the call); cell number change, %; measured here: cell count max response;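 cells counted by Cell Tracker Red CMTPX staining in the red channel; peak over a dose series mostly up to 46.1 µM; percent activity relative to internal control wells on each plate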
# * hit, by the source's call; i = inactive; ? = inconclusive; · = not tested or not shown; [ ] = another dose, or the depositor's remark. % is scaled to controls: 0 for no effect and ±100 for the full control effect; potency is read from the fitted curve at half-maximal effect. An excerpt (hit frequency here may not be typical).
S3 lipid droplet	S3 lipid droplet cell count max	SMILES
?	·	CCOC(=O)c1coc(CNC(=O)c2c(C)oc3c2CCCC3)c1
?	·	COc1ccc(S(=O)(=O)N2CCCCC2)cc1NC(=O)c1ccc(N2CCCC2=O)cc1
?	·	CCC(=O)NC(c1ccco1)c1cc(Cl)c2ccccc2c1O (configuration not stated)
?	·	COc1cccc(-n2nnc3c(=O)n(CC(=O)Nc4ccccc4C)cnc32)c1
?	·	Brc1ccc(NCc2cccc3ccccc23)nc1
?	·	O=C(Cc1ccc(Cl)cc1)NCCc1cnc[nH]1
?	·	COCCNC(=O)c1ccccc1NS(=O)(=O)c1ccc(Br)s1
?	·	C/C(=N\NC(=O)c1ccc(O)cc1)c1cc2ccccc2o1
-6%	-6	COc1ccc(CCNC(=O)CNS(=O)(=O)c2ccc(Br)s2)cc1OC
?	·	O=C(Cc1ccc(F)cc1)Nc1cccc(-c2cn3c(n2)SCC3)c1
14%	-11	O=c1[nH]c2sc3c(c2c(=O)n1Cc1ccccc1)CCC3
?	·	S=C(Nc1cc(Cl)cc(Cl)c1)N1CCN(c2ccccn2)CC1
-4%	-23	CC(SC1=NCCS1)C(=O)Nc1nnc(-c2ccc(Cl)cc2)s1 (configuration not stated)
-20%[9.22 µM]	-13	CCc1nnc(NC(=O)CSc2nnc(CNC(=O)c3ccc(OC)c(OC)c3)o2)s1
?	·	CCNC(=O)CN(C1CCCCC1)S(C)(=O)=O

# At a glance, part of the list above.
S3 lipid droplet	S3 lipid droplet cell count max	SMILES
-20%[9.22 µM]	-13	CCc1nnc(NC(=O)CSc2nnc(CNC(=O)c3ccc(OC)c(OC)c3)o2)s1
?	·	CCNC(=O)CN(C1CCCCC1)S(C)(=O)=O

# (further entries)
S3 lipid droplet	S3 lipid droplet cell count max	SMILES
25%	-11	O=C(C1CC1)N1CCN=C1SCc1ccc(Cl)cc1
?	·	Cc1ccccc1NC(=O)N(C(C)C)C(C)C
?	·	Cc1ccc(S(=O)(=O)N2CCC(C(=O)NCC3CCCO3)CC2)cc1 (configuration not stated)
6%	17	O=C(c1ccccc1)c1ccccc1NC(=O)C1CCCN1Cc1ccccc1 (configuration not stated)
?	·	CCOc1ccc(CN(C)C(=O)c2ccc(NS(=O)(=O)c3ccc4[nH]c(=O)[nH]c4c3)cc2)cc1
i	13	O=C(Nc1ccc2oc(=O)ccc2c1)c1ccc2ccccc2c1
-17%	1	Cc1cccc(NC(=S)N(CCN2CCOCC2)Cc2cc3cc4c(cc3[nH]c2=O)OCCO4)c1
?	·	Cc1ccccc1OCC(=O)Nc1nnc(-c2ccco2)s1
?	·	NC(=O)COc1ccc(/C=N/NS(=O)(=O)c2ccccc2)cc1
?	·	CNC(=S)/N=C/NOCc1c(Cl)cccc1Cl
?	·	O=C(c1cc(C2CC2)nc2ccc(Br)cc12)N1N=C(C(F)F)CC1(O)C(F)F (configuration not stated)
?	·	COc1ccc(-c2cc(C(F)(F)F)c(C#N)c(SCC(=O)Nc3ccccc3C#N)n2)cc1
?	·	O=C(/C=C/c1cccc([N+](=O)[O-])c1)OC1CCCCC1=O (configuration not stated)
13%	2	CCn1cc(C(=O)N2CCc3ccccc32)c(=O)c2cc(S(=O)(=O)N3CCCC3)ccc21
?	·	Cc1ccc(S(=O)(=O)N(CC(=O)N2CCC(C)CC2)Cc2ccccc2F)cc1
-20%	-11	COc1ccc(NC(=O)C(F)(F)F)cc1OC
?	·	COC(=O)c1cc(C#N)c(Oc2ccccc2OC)nc1C
?	·	O=C(OCc1c(F)cccc1Cl)c1cnc(Cl)c(Cl)c1
?	·	COc1ccc(C(C[N+](=O)[O-])C2(c3ccc(OC)c(OC)c3)C(=O)c3ccccc3C2=O)cc1 (configuration not stated)
14%	7	CC(C)c1ccc(Nc2nnc(SCC(=O)c3nnc(-c4ccccc4)o3)s2)cc1
?	·	Cc1ccc(OCC(=O)NN=C2c3ccccc3-c3ccccc32)cc1
?	·	CCC/C(C)=C/c1ccc(CC)cn1
-5%	-15	CCOC(=O)Cn1c(=N)n(CCOc2ccc(F)cc2)c2ccccc21
?	·	CCc1ccccc1NC(=O)c1cc(-c2ccc3c(c2)OCO3)on1
-15%	·	CC(C)OCCCNC(=O)c1ccccc1NC(=O)C1=CSCCO1
?	·	COc1ccc(OC)c(CNC(=O)CCCn2ccc3cc(S(=O)(=O)N4CCCC4)ccc32)c1
?	·	O=C(N/N=C/c1cccc(O)c1)C(=O)N1CCCCCC1
0%	-10	CCOC(=O)c1ccccc1NC(=O)Cn1cnc2c(cnn2-c2ccc(F)cc2)c1=O
6%	-25	Nc1ccc(N2CCCCCC2)cc1
5%	19	COc1ccc(-c2nnc(-c3ccc(F)cc3)o2)cc1
?	·	COCCCN(C(=S)Nc1cc(C)cc(C)c1)C(C)c1ccncc1 (configuration not stated)
?	·	CCOC(=O)c1ccccc1NC(=O)CSc1nc2ccccc2o1
9%	29	COc1cc(C)c(NC(=O)C(=S)NCc2ccccc2)cc1C
0%	4	NS(=O)(=O)c1ccc(N=Nc2c[nH]c(=O)c(O)c2)cc1
?	·	NC(=O)N/N=C/c1ccccc1OC(=O)c1ccccc1Br
?	·	Cc1ccc(NC(=O)C2C3C=CC(O3)C2C(=O)O)c(C)c1 (configuration not stated)
?	·	C=CCn1c(SCC(=O)NC2CC2)nnc1C1CC1
23%	3	O=C(Nc1cc(Sc2nc3ccccc3s2)cc([N+](=O)[O-])c1)c1ccccc1
?	·	Cc1ccc(N2C(=O)Cc3ccccc3C2=O)cc1
?	·	COc1cc(N)ccc1NC(=O)c1cc2ccccc2o1
?	·	COc1ccc(C)cc1N(C(=O)c1snc(C(N)=O)c1N)C(C(=O)NC1CCCCC1)c1ccc(C)o1 (configuration not stated)
7%	·	Cc1nn(CCCC(=O)Nc2c(F)cc(F)cc2Br)c(C)c1[N+](=O)[O-]
1%	14	CCSc1ccc(-c2ccco2)nn1
?	·	Cc1ccc(S(=O)(=O)NC2=NCCC2)cc1
?	·	CCc1c(C#N)c(SCc2c(C)noc2C)nc2c1C(=O)CC(C)(C)C2
13%	4	COc1cc2c(cc1OC)C(c1ccccc1)N(C(=O)c1ccccc1F)CC2 (configuration not stated)
?	·	O=C(O)C1CC(O)CN1S(=O)(=O)c1cccs1 (configuration not stated)
?	·	O=C(c1ccco1)c1cn(CC(=O)N2CCCCCC2)c2ccccc12
?	·	Cc1cc(C)cc(NS(=O)(=O)c2ccc3c(c2)C(C)(C)C(=O)N3C)c1
21µM*	-3.1*	CCOc1ccc(/C=C2/Sc3ccc(C(=O)N4CCOCC4)cc3N(C)C2=O)cc1OC
2%	·	Cn1cc(CN2CCC(Oc3ccc(C(=O)N4CCCC4)cc3)CC2)cn1
i	13	CCCCn1c(N)c(N(CC(C)C)C(=O)CCNC(=O)c2ccc(Br)cc2)c(=O)[nH]c1=O
10%	1	N#C/C(=C/c1ccco1)C(N)=S
-10%	-3	CN1CCn2c1nc(N1CCOCC1)nc2=O
?	·	CC(C)C(c1nnnn1Cc1ccco1)N1CCN(c2nc3ccccc3s2)CC1 (configuration not stated)
i	·	COc1cc(OC)cc(C(=O)NCC(=O)OCC(=O)Nc2ncc(Cl)cc2Cl)c1
?	·	CC(C)NC(=O)NC(=O)CSc1ncccn1
-1%	0	CC1CCCCC12NC(=O)N(CC(=O)NCc1ccc3c(c1)OCO3)C2=O (configuration not stated)
?	·	O=C(COc1ccccc1[N+](=O)[O-])N/N=C/c1ccc[nH]1
9%	1	CC(C)Sc1nc2c(c(=O)n(C)c(=O)n2C)n1C

# Next results:
S3 lipid droplet	S3 lipid droplet cell count max	SMILES
2%	·	O=C(NCCCN1CCOCC1)c1cc(-c2ccc(Cl)s2)nc2ccccc12
0%	4	NC(N)=NC(N)=Nc1ccccc1
?	·	COc1cc(OC)cc(C(=O)N[C@H](C(=O)OCC(=O)Nc2ccc(C(N)=O)cc2)C(C)C)c1
?	·	CCCCn1c(N)c(N(CCOC)C(=O)c2cnc(C)cn2)c(=O)[nH]c1=O
?	·	O=C(Nc1ccc(N2CCOCC2)cc1N1CCOCC1)c1ccc(Br)cc1
-10%[9.22 µM]	3	Nc1cc(C(=O)c2cccs2)ccc1Cl
0%	7	COc1ccc(-c2cc(CNC(=O)CN(C)Cc3ccccc3)on2)cc1
?	·	COc1ccc(NC(=O)Nc2ccc(C)cc2OC(F)F)cc1OC
i	-24	CC(Cc1ccccn1)NC(=O)c1ccc(OC2CCN(CCc3ccccc3)CC2)cc1 (configuration not stated)
?	·	Cc1ccc(S(=O)(=O)Nc2ncnc3sc(C)c(C)c23)cc1
?	·	Cc1cc(C(=O)OCC(=O)NCc2ccccc2)c(C)o1
?	·	CCC(C(=O)OCC(=O)Nc1ccc(SC(F)F)cc1)c1ccccc1 (configuration not stated)
i	·	CCOC(=O)CC1=C(C(=O)OCC)C(c2ccc(OC)c(OC)c2)C(C#N)=C(N)O1 (configuration not stated)
0.82µM*	-14*	COc1ccc(C(CCN(Cc2ccc(OC)c(OC)c2)C(C)=O)C(C)C)cc1 (configuration not stated)
?	·	CCOc1ccc(CCNC(=O)CN2CCN(Cc3ccc(F)cc3)C2=O)cc1OCC

# As entered above.
# S3 lipid droplet with Nc1cc(C(=O)c2cccs2)ccc1Cl stands at -10%[9.22 µM]
# S3 lipid droplet cell count max with NS(=O)(=O)c1ccc(N=Nc2c[nH]c(=O)c(O)c2)cc1 stands at 4

# (cont.)
S3 lipid droplet	S3 lipid droplet cell count max	SMILES
?	·	Cc1cc(S(=O)(=O)NCc2ccc3c(c2)OCO3)ccc1F
?	·	O=c1oc2ccccc2c(NC2CCCCC2)c1NS(=O)(=O)c1ccc(Cl)cc1
4%	-4	COC(=O)CN(C#N)c1nc(NC(C)C)nc(OC)n1
12%	-6	O=C1N=NC(=O)N1c1ccccc1
?	·	N#Cc1nc(-c2cccs2)oc1NCCN1CCOCC1
?	·	C=CCNC(=O)c1cc(-c2ccc(Br)cc2)on1
-4%	-7	CC(C)(C)NC(=O)NCC1CCCC1NC(=O)NC(C)(C)C (configuration not stated)
i	4	O=C1c2cccc3cccc(c23)C(=O)N1/N=C/c1ccc(O)cc1O
?	·	COc1ccc(S(=O)(=O)N2CCCCCC2)cc1C(=O)N1CCCC(C(F)(F)F)C1 (configuration not stated)

# A second format for part of the listing above.
# Screens in order: S3 lipid droplet | S3 lipid droplet cell count max
Cc1cc(S(=O)(=O)NCc2ccc3c(c2)OCO3)ccc1F
    ? | ·
N#Cc1nc(-c2cccs2)oc1NCCN1CCOCC1
    ? | ·
O=C1c2cccc3cccc(c23)C(=O)N1/N=C/c1ccc(O)cc1O
    i | 4
COC(=O)CN(C#N)c1nc(NC(C)C)nc(OC)n1
    4% | -4
COc1ccc(S(=O)(=O)N2CCCCCC2)cc1C(=O)N1CCCC(C(F)(F)F)C1 (configuration not stated)
    ? | ·
